Bioassay records (PubChem)
Luciferase inh – inhibitors of firefly (Photinus pyralis) luciferase | P08659 | purified P. pyralis luciferase, luminescence, biochemical | Potency, µM (titrated, usually from 115 µM), inactives show top-dose activity change, negative = inhibition, hits mostly inhibitors | actives 2.5% (n = 76,000); note: potency is the fitted concentration of half-maximal effect; nearly all actives have a fitted effect of over 65% in size
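Purified P. pyralis luciferase (10nM final) in 50mM Tris acetate pH 7.5, 10mM Mg acetate, 0.01% Tween-20, 0.05% BSA with 10uM D-luciferin and 10uM ATP. Compounds titrated qHTS. Luminescence imaged on CCD.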
GPT2 inh – inhibitors of human GPT2 alanine aminotransferase | Recombinant GPT2, coupled pyruvate oxidase/HRP Amplex Red fluorescence | actives 0.25% (n = 100,000) | Potency, µM (doses to about 57.7 µM), inactives show at the highest dose activity change, negative = inhibition, actives largely listed as inhibitors | Q8TD30; note: potency is the fitted concentration of half-maximal effect; nearly all actives have a fitted effect of over 60% in size; many of its hits are not listed in these tables
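Recombinant GPT2 (10ng/uL) with 250uM a-KG and 2mM L-alanine, 30 min at room temperature, in HEPES pH 7.5 buffer. Pyruvate detected by pyruvate oxidase/HRP/Amplex Red fluorescence after 30 min in the dark; AOA (50uM) as positive control.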
HEK293 viab – reduces viability of HEK-293 SNCA reporter cells. actives 0.12% (n = 150,000). HEK-293-SNCA-luc viability, GF-AFC fluorescence, 24 h. Potency, µM (titrated, usually from 57.1 µM), inactives show at the highest dose activity change, negative = cytotoxicity, usual class: cytotoxic;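 note: potency is the fitted concentration of half-maximal effect; 0% = DMSO-treated cells and -100% = medium-only wells without cells; nearly all actives have a fitted effect of over 30% in size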
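HEK-293-SNCA-luc cells (1500/well) plated 24 h, then exposed 24 h to a dilution series; GF-AFC added 30 min at 37C, fluorescence 405/540 nm; normalised to medium-only and DMSO wells, Hill fit.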
SNCA expr inh – inhibitors of alpha-synuclein (SNCA) gene expression. HEK-293 SNCA-luciferase knock-in, luminescence, 24 h. Potency, µM (series often up to 57.2 µM), for the others: at the highest dose activity change, negative = inhibition, actives largely listed as inhibitors. actives 0.17% (n = 140,000);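 note: potency is the fitted concentration of half-maximal effect; plate controls were DMSO cells for no effect and cell-free wells for full effect; nearly all actives have a fitted effect of over 45% in size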
3T3 cytotox – kills NIH 3T3 cells. NIH 3T3 viability, CellTiter-Glo ATP luminescence, 48-72 h. Potency, µM (highest dose often 96.7 µM), inactives show at the highest dose activity change, negative = cytotoxicity, usual class: inhibitors. actives 4.3% (n = 94,000). AID 1345082; note: potency is the fitted concentration of half-maximal effect; nearly all actives have a fitted effect of over 55% in size
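Mouse fibroblast NIH 3T3 cells, 400 per well, received compound via pintool and were incubated for 48 or 72 hr prior to CellTiter-Glo ATP luminescence measurement.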
HEK293 tox – kills HEK 293 cells. actives 6.6% (n = 94,000). AID 1345083. HEK 293 viability, ATP luminescence (CellTiter-Glo), 48-72 h. Potency, µM (titrated, usually from 115 µM), for the others: at the highest dose activity change, negative = cytotoxicity, actives largely listed as inhibitors; note: potency is the fitted concentration of half-maximal effect; nearly all actives have a fitted effect of over 60% in size
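Viability of HEK 293 cells, plated at 250 cells/well, was judged by cellular ATP after compound treatment for 48 or 72 hr. Luminescence was imaged 10 min after CellTiter-Glo addition at room temperature.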
IP6K1 inh – inhibitors of human IP6K1 | Q92551 | IP6K1 kinase, ADP-Glo luminescence, 2 h; active compounds read low | activity change, % (series mostly up to about 58 µM) | actives 0.81% (n = 140,000) | AID 1645851; in the data active = activity change below about -25%
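ADP-Glo luminescence measures ADP made by human IP6K1 during a 2 h RT reaction with ATP/IP6 (mix at 1.3 mM/130 uM); top library doses 57.5 and 19.1 uM final.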
* hit, by the source's call; i = inactive; ? = inconclusive; . = no result given; & = joins results of further samples; [ ] = another dose, or the depositor's remark. Unless noted, calls come from the whole dose curve; as a rule, active = well fitted curve in the direction sought with a large enough effect; inconclusive = small, poorly fitted or top-dose-only effect, or another doubt; inactive = no such curve, though single readings can be large; an effect the other way counts as inactive or inconclusive. Unless noted, % is set by controls: 0 for no effect and ±100 for the full control effect.

SMILES	Luciferase inh	GPT2 inh	HEK293 viab	SNCA expr inh	3T3 cytotox	HEK293 tox	IP6K1 inh
O=C(NCC1CCCO1)c1ccnc(-c2nnc3ccc(Nc4ccccc4)nn23)c1 (stereo not drawn)	6%[172 µM]	-19%[88.5 µM]	-6%[87.6 µM]	5%[87.6 µM]	?	?	-4
CCc1nc2c(NC(=O)c3ccc(F)c(Cl)c3)cccn2n1	4%	i	-1%	18%	-17%	?	14
Cc1noc(-c2cccc(OC3CN(S(=O)(=O)c4cn(C)cn4)C3)c2)n1	-11%	-14%	13%	-15%	-21%	-8%	1
O=C(Cc1cccc(OC(F)(F)F)c1)Nc1ccc(CCCCc2nnc(NC(=O)Cc3ccccn3)s2)nn1	.	1%	-2%	8%	.	.	.
COc1cc([C@@H]2c3cc4c(cc3[C@H](O)[C@@H](CO)[C@@H]2C(=O)N2CCCCC2)OCO4)cc(OC)c1OC	0%	i	-21%	2%	?	?	5
COCCN1C(=O)[C@H]2CN(Cc3ccc(C)cc3C)C[C@H]2C1=O	1%	i	8%	-21%	-10%	-13%	4
O=C(O)c1cn(-c2ccc(F)cc2)c2cc(N3CCNCC3)c(F)cc2c1=O	.	i	-14%	11%	.	.	17
COc1ccccc1N1CCN(C(=O)[C@H]2O[C@H](CCN3CCN(c4ccccc4)CC3)CC[C@@H]2O)CC1	-8%	?	-10%	-2%	-26%	?	-5
Cc1cc(C(=O)N2CCCCC2c2noc(COc3ccc(F)cc3)n2)n[nH]1 (stereo not drawn)	10%	i	-5%	-18%	?	?	-8
Cc1onc(-c2ccccc2)c1C(=O)Cl	.	4%	13%[23.9 µM]	-56%[25.6 µM]	.	.	7
CC(C)c1ccc(-c2nnc3n(CCc4ccccc4)c(=O)c4ccccc4n23)cc1	.	.	10%	56%[activator]	.	.	1
COc1ccc(CNC(=O)c2cc3c(=O)n4cccc(C)c4nc3s2)cc1	.	.	6%	-1%	.	.	18
CCc1ccc(-c2nc(CS(=O)CC(=O)NCc3ccc(F)cc3)c(C)o2)cc1 (stereo not drawn)	.	.	-2%	?	.	.	-18
CCOC(=O)C(C)Sc1nnc2cc(C)c3ccccc3n12 (stereo not drawn)	.	.	-15%	-2%	.	.	-10
COc1ccccc1CCn1cnc(-c2ccccc2)c1-c1cn(C)nc1C	2%	-4%	3%	3%	?	79µM*	8
NC(=O)[C@H](Cc1cccs1)NC(=O)C1=C[C@@H](NC(=O)c2cccnc2)[C@@H](O)[C@H](O)C1	-12%[172 µM]	3%[88.5 µM]	-4%[87.6 µM]	?	-11%[174 µM]	3%[172 µM]	-2
CC(=O)Nc1ccccc1-c1nc2ccccc2n(C(C)C(=O)Nc2cccc(C)c2C)c1=O (stereo not drawn)	.	.	?	-18%	.	.	14
O=C(CN1CCCC1)N1CC[C@@H](c2ccc3ccccc3c2)[C@H](O)C1	-1%	4%	-10%	2%	i	2%	-11
CC(C)CN(C1CCOCC1)C1CN(S(=O)(=O)c2cn(C)cn2)C1	0%	i	-2%	-19%	i	2%	6
COc1ccc(NC(=O)N[C@H]2C[C@@H](c3nc(-c4ccc(F)cc4)no3)N(C)C2)cc1	0%[172 µM]	?	1%[87.6 µM]	-24%[87.6 µM]	?	-38%[172 µM]	2
O=C(Nc1ccc(C(F)(F)F)cc1)N1CCC(n2cnnc2C2CC2)C1 (stereo not drawn)	-9%	i	8%	17%	-4%	-14%	12
COc1ccc(C2Cn3cnc(C(=O)N4CCC(C(=O)Nc5ccccc5F)CC4)c3CO2)cc1 (stereo not drawn)	?	i	8%	60%[activator]	-7%	-30%	-3
Cc1cc(C)c2c(CC(=O)N(Cc3ccc(Cl)cc3)Cc3ccco3)coc2c1	.	.	6%	?	.	.	22
Cc1cc(CN2CCC3(CC2)CCN(C(=O)c2ccccn2)CC3CO)on1 (stereo not drawn)	-2%	i	-9%	12%	-24%	-5%	1
Cc1ccc(NC(=O)N2CCC(n3cnnc3C3CC3)C2)cc1C (stereo not drawn)	-14%	i	4%	6%	-25%	-20%	-6
COc1ccc(Cl)cc1NC(=O)Cn1c(=O)n(-c2ccc(C)cc2)c(=O)c2ccc(C(=O)NCc3ccccc3Cl)cc21	.	.	13%	?	.	.	-3
CC(C)c1nnc(NC(=O)c2nc(S(=O)(=O)Cc3ccccc3)ncc2Cl)s1	.	.	22µM*	?	.	.	-3
Cc1ccc(-c2nnn(CC(=O)N(CC(=O)NCCC(C)C)c3ccc(F)cc3)n2)cc1	.	.	-5%	46%[activator]	.	.	1
CCNC(=O)N(C1CC1)C1CCOC2(CCN(C(=O)c3ocnc3C)CC2)C1 (stereo not drawn)	9%	i	7%	-7%	i	i	-7
CNc1ncc(C(=O)N2CCCC(CCc3ccc(F)cc3)C2)cn1 (stereo not drawn)	1%	0%	-1%	-11%	?	?	18
Cc1ccc2c(n1)N(C)[C@H](CO)CCN(Cc1cccnc1)C2	0%[172 µM]	-5%[88.5 µM]	2%[87.6 µM]	-14%[87.6 µM]	-1%[174 µM]	2%[172 µM]	-18
CN1CCN(c2cnn(CCC(N)=O)c(=O)c2)CC1	-3%	-10%	5%	-14%	i	i	0
CC1(C)CC(NC(=O)C(=O)Nc2ccc(Cl)cc2)CC(C)(C)N1	.	i	8%	.	.	.	3
CN1CCN(c2nc3c(c(=O)[nH]2)CCN(Cc2cccc(Cl)c2F)CC3)CC1	-8%	i	1%	27%	-14%	-9%	0
CC(=O)Nc1ccc(CN2CCC3(Cc4ccccc4NC3=O)C2)cc1 (stereo not drawn)	0%	i	4%	11%	-13%	-14%	11
CN1CCCCCCN(C(=O)c2ccc3ccccc3n2)[C@H]2CCC[C@H]2C1=O	0%	0%	-9%	-3%	-6%	-10%	6

Reformatted with values under each structure: 9 of the compounds above.
Values in the order: Luciferase inh	GPT2 inh	HEK293 viab	SNCA expr inh	3T3 cytotox	HEK293 tox	IP6K1 inh
- Cc1ccc(-c2nnn(CC(=O)N(CC(=O)NCCC(C)C)c3ccc(F)cc3)n2)cc1
→ .	.	-5%	46%[activator]	.	.	1
- CCNC(=O)N(C1CC1)C1CCOC2(CCN(C(=O)c3ocnc3C)CC2)C1 (stereo not drawn)
→ 9%	i	7%	-7%	i	i	-7
- CNc1ncc(C(=O)N2CCCC(CCc3ccc(F)cc3)C2)cn1 (stereo not drawn)
→ 1%	0%	-1%	-11%	?	?	18
- Cc1ccc2c(n1)N(C)[C@H](CO)CCN(Cc1cccnc1)C2
→ 0%[172 µM]	-5%[88.5 µM]	2%[87.6 µM]	-14%[87.6 µM]	-1%[174 µM]	2%[172 µM]	-18
- CN1CCN(c2cnn(CCC(N)=O)c(=O)c2)CC1
→ -3%	-10%	5%	-14%	i	i	0
- CC1(C)CC(NC(=O)C(=O)Nc2ccc(Cl)cc2)CC(C)(C)N1
→ .	i	8%	.	.	.	3
- CN1CCN(c2nc3c(c(=O)[nH]2)CCN(Cc2cccc(Cl)c2F)CC3)CC1
→ -8%	i	1%	27%	-14%	-9%	0
- CC(=O)Nc1ccc(CN2CCC3(Cc4ccccc4NC3=O)C2)cc1 (stereo not drawn)
→ 0%	i	4%	11%	-13%	-14%	11
- CN1CCCCCCN(C(=O)c2ccc3ccccc3n2)[C@H]2CCC[C@H]2C1=O
→ 0%	0%	-9%	-3%	-6%	-10%	6

Next structures follow.
SMILES	Luciferase inh	GPT2 inh	HEK293 viab	SNCA expr inh	3T3 cytotox	HEK293 tox	IP6K1 inh
Cc1ncccc1C(=O)N1CC(Oc2ccc(-c3nc(-c4ccccc4)no3)cc2)C1	1µM*	i	?	-53%	?	13µM*	10
C=C(CO)C12OC1C1(C)C(=CC2=O)C(O)C(O)CC1C (stereo not drawn)	.	4%	-3%	.	.	.	-5
CCc1nc2c(c(-c3ccc(Cl)cc3)n1)CN(C(=O)c1ccc(C)cc1)CC2	4%	i	0%	33%[activator]	?	?	13
Cc1ccc(NC(=O)C(=O)NCC(c2cccnc2)N2CCN(Cc3ccccc3)CC2)cc1C (stereo not drawn)	.	.	-1%	-12%	.	.	2
CCNC(=O)NC1CC(=O)N(Cc2ccccc2C(F)(F)F)C1 (stereo not drawn)	0%	i	14%	11%	-11%	-7%	9
O=C(NC1CC1)c1nc2cccnc2n(CCc2ccccc2)c1=O	.	i	-5%[87.6 µM]	?	-32%[138 µM]	56µM*	21
COc1ccc(N(CC(=O)N2CCN(c3ccc(F)cc3)CC2)S(=O)(=O)c2c(C)n[nH]c2C)cc1	.	.	0%	?	.	.	11
CC(C)NC(=O)NC1CCN(c2ccc3nnc(C4CC4)n3n2)C1 (stereo not drawn)	.	.	.	.	i	i	13
CC1C=CC(C)N1c1ncnc2c1CN(C1CCCNCC1)C(=O)CN2C (stereo not drawn)	.	i	-6%	1%	i	4%	-16
Cc1cccc(Cn2c(COc3ccc(Cl)cc3)nc3ccccc32)c1	.	.	7%	96%[activator]	.	.	-13
O=C(Cn1c(-c2cccs2)cc2cc(F)ccc21)NCCCN1CCN(c2ccc(F)cc2)CC1	.	.	0%	-13%	.	.	2
CCOC(=O)CCNC(=O)N1CCc2c(nc(-c3ccccc3)[nH]c2=O)C1	-6%	4%	5%	0%	i	6%	34
CC1(C)[C@H](C(=O)O)N2C(=O)C[C@H]2S1(=O)=O	.	i	-3%	-1%	.	.	17&2
Cc1ccc(C)c(NC(=O)CCc2c(C)n(C)c3cc(-c4ccccc4C)nn3c2=O)c1	.	.	-2%	-10%	.	.	3
Cc1noc(C)c1S(=O)(=O)NCC1(COc2cnccn2)C[C@@H](O)[C@@H](O)C1 (stereo partly drawn)	11%[172 µM]	3%[88.5 µM]	3%[87.6 µM]	5%[87.6 µM]	2%[138 µM]	-2%[172 µM]	7
Cc1onc(C(=O)NC2CCc3n[nH]c(=O)n3CC2)c1COc1ccccc1 (stereo not drawn)	-10%	5%	-10%	-7%	-11%	-19%	-5
Cc1nn(-c2ccccc2)c2c1C(C)N(C1CCN(C(=O)C3CC3)CC1)C2=O (stereo not drawn)	.	.	.	.	?	?	-2
COc1ccc2cc1Oc1cc3c(cc1OC)CC[N+](C)(C)[C@H]3Cc1ccc(cc1)Oc1c(OC)c(OC)cc3c1[C@@H](C2)[N+](C)(C)CC3	.	4%	15%[23.9 µM]	-33%[25.6 µM]	.	.	-3
Cc1ccc(C(=O)N2CCc3nnc([C@@H]4C[C@@H](O)CN4C(C)C)n3CC2)cn1	-5%	?	4%	42%[activator]	-16%	-2%	-6
CCOC(=O)C1CCN(C(=O)c2ccc3nc(-c4cccc(C)n4)oc3c2)CC1	.	4%	6%	8%	3%	i	9
Cc1ccccc1-c1noc(-c2cccnc2N(C)Cc2ccc(Cl)cc2)n1	.	.	28%	13%	.	.	-15
CCN1CCCN(S(C)(=O)=O)CC12CCOCC2	2%	-1%	-1%	-19%	-7%	-10%	11

Some of the compounds tested; rates above refer to the full screens.
